ADAM10 inh: inhibitors of human ADAM10 | O14672 | recombinant ADAM10, EDANS/DABCYL FRET peptide cleavage, 3 h | inhibition, % at 7 µM | 370,000 tested, 0.62% active | AID 720582;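 active = inhibition above a per-campaign cutoff equal to the mean of compounds falling between control-based bounds plus 3 SD, cut at about 20% in these data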;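 also: 0% = DMSO wells while the 100% control is not disclosed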
ADAM17 inh: inhibitors of human ADAM17; AID 720648; 370,000 tested, 0.83% active; P78536; inhibition, % at 6.95 µM; recombinant ADAM17, EDANS/DABCYL FRET peptide cleavage;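 active = inhibition above the mean of compounds lying between control limits plus 3 SD, set per campaign, cut at about 8.5% in these data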;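 also: 0% = DMSO-only wells as the low control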
ARFGAP1 inh: inhibitors of rat ARFGAP1. Q62848. Arfgap1-stimulated ARF1 GTP hydrolysis, GDP FP detection. inhibition, % at 16.5 µM. 360,000 tested, 0.26% active. AID 651572;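 active = inhibition above a per-plate limit, mean inhibition of low control wells plus 3 SD, cut at about 25% in these data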;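 also: 0% = DMSO wells with enzyme and 100% = wells lacking Arfgap1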
Target sequence (Q62848 1-136 limits assumed): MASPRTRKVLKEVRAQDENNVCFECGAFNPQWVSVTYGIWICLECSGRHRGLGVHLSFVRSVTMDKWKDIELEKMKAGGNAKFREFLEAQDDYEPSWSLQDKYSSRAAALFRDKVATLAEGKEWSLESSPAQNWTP
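system = rat Arfgap1 catalytic domain, aa 1-136 | technique = FP, GDP Alexa 633 tracer displaced from anti-GDP antibody, 620/688 nm | compound = one concentration, 16.5 µM, DMSO 1.26% | medium = HEPES-based buffer, pH 7.5 | timing = compound-enzyme preincubation 20 min, reaction 120 min, detection 60 min, 25 °C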
LEDGF integ inh: blocks HIV-1 LEDGF/p75-dependent DNA integration; inhibition, % at 3.7 µM; TR-FRET IN-LEDGF/p75 DNA integration, Eu/Cy5; 370,000 tested, 0.64% active;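 active = inhibition above the screen-wide mean plus 3 SD, cut at about 13% in these data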;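 also: signal is the Cy5 over europium emission ratio at 671 and 618 nm; 0% = plate median of compound wells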
Tn6 DDE FP: inhibitors of Tn6 peptide binding to human fibrin DD(E). Fibrin DD(E) TRITC-Tn6 fluorescence polarization displacement. AID 720509. 370,000 tested, 0.21% active. inhibition, % at 8.3 µM. P02675;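 active = inhibition above a per-campaign cutoff: mean of compounds within control limits plus 3 SD, cut at about 15% in these data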;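 also: 0% = median of all compound wells on the plate and 100% = blocking peptide control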
Target sequence (P02675 whole entry, looked up): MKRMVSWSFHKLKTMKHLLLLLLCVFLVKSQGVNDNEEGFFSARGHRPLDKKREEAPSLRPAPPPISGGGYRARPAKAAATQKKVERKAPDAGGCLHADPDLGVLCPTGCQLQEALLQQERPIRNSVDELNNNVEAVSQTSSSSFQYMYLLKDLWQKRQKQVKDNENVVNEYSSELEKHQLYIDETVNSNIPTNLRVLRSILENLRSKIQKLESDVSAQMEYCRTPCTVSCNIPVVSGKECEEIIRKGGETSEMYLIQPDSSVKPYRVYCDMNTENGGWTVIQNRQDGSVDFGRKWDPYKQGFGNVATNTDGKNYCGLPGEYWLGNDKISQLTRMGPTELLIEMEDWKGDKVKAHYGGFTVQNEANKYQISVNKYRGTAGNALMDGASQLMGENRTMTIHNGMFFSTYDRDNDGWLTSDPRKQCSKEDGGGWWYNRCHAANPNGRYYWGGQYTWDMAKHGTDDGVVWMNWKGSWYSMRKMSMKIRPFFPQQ
ASAP1 GAP inh: inhibitors of human ASAP1 ArfGAP activity; Q9ULH1; ASAP1-stimulated ARF1 GTP hydrolysis, GDP FP detection; inhibition, % at 16.5 µM; 360,000 tested, 0.19% active; AID 624377; in the data active = inhibition above about 25%;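 also: 0% = vehicle with enzyme and substrate and 100% = no enzyme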
TDP2 absorb: TDP2 (human) inhibition, absorbance primary screen; O95551; recombinant TDP2, T5PNP hydrolysis, p-nitrophenol absorbance 415 nm; inhibition, % at 12.8 µM; 370,000 tested, 0.34% active; AID 720702;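 active = inhibition above the mean of all tested compounds plus 3 SD, set per campaign, cut at about 25% in these data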;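 also: 0% = DMSO with enzyme and 100% = buffer with substrate but no TDP2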
Target sequence (O95551 whole entry, looked up): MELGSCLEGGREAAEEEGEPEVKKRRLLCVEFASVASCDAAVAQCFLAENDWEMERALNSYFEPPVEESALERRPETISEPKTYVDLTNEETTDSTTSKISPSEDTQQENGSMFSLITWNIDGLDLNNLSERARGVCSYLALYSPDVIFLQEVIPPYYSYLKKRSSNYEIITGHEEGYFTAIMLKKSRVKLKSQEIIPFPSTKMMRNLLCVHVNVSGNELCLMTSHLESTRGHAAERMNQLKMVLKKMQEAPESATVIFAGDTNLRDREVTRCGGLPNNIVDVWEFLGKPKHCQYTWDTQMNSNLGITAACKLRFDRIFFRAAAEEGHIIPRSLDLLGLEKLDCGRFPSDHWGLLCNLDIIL
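Test system: human TDP2 enzyme; Input: 120 nM TDP2 per well; Buffer or medium: Mg2+-containing Tris-HCl buffer, pH 7.5; Reagent: 5 mM T5PNP; Dosing: 12.8 µM single point, 1% DMSO; Incubation: reaction 2 h, 37 °C; Detection: p-Nitrophenol epi absorbance; Read-out: % inhibition relative to enzyme-containing and enzyme-free wells; Replicates: single well per compound.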
KLK7 zymogen act: proKLK7 (human) activation, primary screen; purified proKLK7, EDANS-DABCYL substrate fluorescence; 100% is mature enzyme control, 0% vehicle; 370,000 tested, 0.9% active; activation, % at 7 µM; P49862;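 active = activation above the mean of all tested compounds plus 3 SD, computed per campaign excluding outliers beyond control limits, cut at about 13% in these data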
Tn7 DDE FP: DD(E)-Tn7 binding inhibition, primary FP screen | 370,000 tested, 0.13% active | FP displacement of FITC-Tn7 peptide from fibrin DD(E); 0% = median of compound wells per plate | AID 720508 | inhibition, % at 8.3 µM | P02675;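 active = inhibition above the mean of compounds falling within the control limits plus 3 SD of them, cut at about 14% in these data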;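 also: 0% = plate median of compound wells and 100% = 10 µM Aha-Tn7 peptide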
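Assay system: human fibrin DD(E) protein / Input: 2 µM fibrin DD(E) / Benchmarks: high control of 10 µM Aha-Tn7 peptide / Measured by: fluorescence polarization of the labelled Tn7 tracer / Medium: Tris buffer with calcium and detergent, pH 7.8 / Timing: 10 min compound pre-incubation, 3 h probe incubation at room temperature / Repeats: one replicate per compound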
PLCg1 inh: inhibitors of human phospholipase C gamma1; purified PLC-gamma1, fluorogenic substrate, fluorescence; 370,000 tested, 0.84% active; P19174; inhibition, % at 12.2 µM; AID 720700; in the data active = inhibition above about 9.5%
* = called active by the depositor; i = inactive; . = no result given.

Values run as follows: ADAM10 inh, ADAM17 inh, ARFGAP1 inh, LEDGF integ inh, Tn6 DDE FP, ASAP1 GAP inh, TDP2 absorb, KLK7 zymogen act, Tn7 DDE FP, PLCg1 inh
CCN(CC)CCN(Cc1cc2cccc(C)c2[nH]c1=O)C(=S)Nc1ccccc1
  -10, -5, 3, -4, -7, -4, 2, 0.2, -4, -2
O=C(CCSc1nnc(-c2ccncc2)o1)Nc1ccccc1
  3, -3, 4, -1, 1, -2, 6, -0.1, 1, -2
CN(C)c1ccc(NC(=O)CC2NCCNC2=O)cc1 (configuration not stated)
  0, -2, -2, -4, 4, -10, 11, 0.5, 7, 2
O=C(COC(=O)CC(c1ccccc1)c1ccccc1)NCc1ccccc1
  2, 1, -1, -3, -2, 3, 8, -0.3, -3, 0
CSc1ccccc1OCc1cc(C(=O)NCc2cnc(C)cn2)no1
  -4, 0, 5, 1, 4, -3, 2, -0.2, -9, -2
CCn1c(Cc2cccs2)nnc1SCC(=O)Nc1ccc(Cl)cc1C
  -4, 2, ., -1, 5, ., -2, 0.0, 5, -3
CC(=O)Nc1ccccc1OCC(=O)NCCC1=CCCCC1
  -14, -4, -2, -4, -4, -16, -2, 0.0, 5, 0
CC(Sc1nncn1C)C(=O)NCc1ccc2c(c1)OCO2 (configuration not stated)
  5, -2, 5, 3, 6, 4, 5, 0.2, 4, 6
Cc1ccc([N+](=O)[O-])cc1S(=O)(=O)NCC1COc2ccccc2O1 (configuration not stated)
  16, -4, -1, -2, -5, 4, 45*, 0.1, 3, -2
CCN(CC(=O)NCC(=O)Nc1ccc(Br)cc1C)Cc1ccccc1
  6, 2, 3, 4, -5, 3, 5, 0.2, 2, 1
C=CCN(c1ccccc1OC)S(=O)(=O)c1cccc(C(=O)OCC(=O)c2c[nH]c3ccccc23)c1
  23*, 8.8*, 8, 0, -4, 2, 4, -0.5, 3, 0
c1ccc(-n2cnc3cc(NCc4ccco4)ccc32)cc1
  -44, -25, 10, -3, -7, 14, -25, 1.0, 3, -38
CC(C)(C)CN1CCN(Cc2cccnc2)CC1CCO (configuration not stated)
  2, 1, -2, 8, 1, 0, -3, -0.5, 4, 1
CC(=O)Nc1c(Cl)cc([N+](=O)[O-])c2ccccc12
  2, 4, 7, 3, -7, -6, 6, -0.7, -5, 1
CN(c1ccc(C(=O)N/N=C/c2cccc([N+](=O)[O-])c2)cc1)S(=O)(=O)c1ccccc1
  -2, -3, 2, -5, -5, -2, -2, -0.5, 7, 2
CC(=O)Nc1c2c(nn1-c1ccccc1C)CS(=O)(=O)C2
  3, 4, 4, 5, -6, 4, 9, -0.3, -8, 3
Cc1cc(C)c2nc(N3CCC(C(=O)NCCN4CCOCC4)CC3)sc2c1
  5, -2, 4, 1, -2, 12, 12, 0.2, -2, -1
CSc1ccc(/C=C/C(=O)c2ccc(NC(C)=O)cc2)cc1
  -3, -2, 0, 1, 4, 1, -2, -7.7, 5, -241
CCOc1ccc(S(=O)(=O)N(C)c2ccc(OCC(=O)NCc3ccc(C(=O)OC)cc3)cc2)cc1
  7, 1, 8, 1, 2, 14, 12, 0.3, -6, -3
Cc1cc(C)cc(OCC(O)CN2C(=O)NC(C)(C)C2=O)c1 (configuration not stated)
  -8, -1, 1, -2, 4, -2, 6, -0.2, 6, 2
COc1cc(C(C)=O)ccc1OCC(=O)OC(C)C(=O)c1ccc(F)cc1 (configuration not stated)
  -6, -4, 21, 1, -2, 14, 0, 0.6, -1, 4
N#Cc1c(-c2ccc(Cl)cc2)c2c([nH]c1=O)-c1ccccc1OC2
  i, i, -8, 0, 9, -34, 11, 5.4, 8, -190
Cc1ccc(S(=O)(=O)Nc2ccccc2[N+](=O)[O-])cc1
  -3, 3, 7, 0, 4, -5, -6, -0.3, -7, 1
O=C(O)c1cnn(-c2nc(-c3ccc(Cl)c(Cl)c3)cs2)c1C(F)(F)F
  -51, -16, -11, 3, 11, -6, -3, 0.2, 7, -13
CCN(CC)c1ccc(C(=O)OCC(=O)c2ccco2)cc1
  -4, -1, 2, 3, -4, 12, 1, 1.0, -9, -2
C[C@@H]1CN([C@@H](C)CO)C(=O)CCCn2nncc2CO[C@H]1CN(C)S(=O)(=O)c1ccc(-c2ccccc2)cc1
  1, -3, -2, 7, 5, -3, 3, 0.6, 7, -1
CCOC(=O)C1=C(C)NC2=C(C(=O)CC(C)(C)C2)C1c1ccc2c(c1)CCCN2C (configuration not stated)
  -62, -22, 3, -1, 13, 11, -10, 0.4, 1, -68
CCOC(=O)c1c(CN2CCN(C)CC2)oc2ccc(OC)cc12
  -6, -7, 8, 1, 6, -8, 2, 1.0, 1, -9
CCOc1ccc(NC(=O)N2CCCC2C(=O)NCC2CCCO2)cc1 (configuration not stated)
  1, -2, 6, 2, -3, -1, -1, 0.5, 2, 0
COC(=O)[C@]12C[C@H](CC(=O)NCc3ccccc3)C(=O)N(CCC3=CCCCC3)C1=C[C@H](COCc1ccccc1)O[C@@H]2C
  10, 3, 10, 2, -4, -3, 4, 2.6, 2, 2

In a second layout: results already given.
SMILES	ADAM10 inh	ADAM17 inh	ARFGAP1 inh	LEDGF integ inh	Tn6 DDE FP	ASAP1 GAP inh	TDP2 absorb	KLK7 zymogen act	Tn7 DDE FP	PLCg1 inh
CN(C)c1ccc(NC(=O)CC2NCCNC2=O)cc1 (configuration not stated)	0	-2	-2	-4	4	-10	11	0.5	7	2
O=C(COC(=O)CC(c1ccccc1)c1ccccc1)NCc1ccccc1	2	1	-1	-3	-2	3	8	-0.3	-3	0
CSc1ccccc1OCc1cc(C(=O)NCc2cnc(C)cn2)no1	-4	0	5	1	4	-3	2	-0.2	-9	-2

Next records follow.
Values run as follows: ADAM10 inh, ADAM17 inh, ARFGAP1 inh, LEDGF integ inh, Tn6 DDE FP, ASAP1 GAP inh, TDP2 absorb, KLK7 zymogen act, Tn7 DDE FP, PLCg1 inh
c1ccc(-c2cc(-c3nc(-c4ccccn4)no3)c3ccccc3n2)cc1
  4, 2, -14, -1, -4, 6, -12, 0.0, 4, -3
Cc1ccc(S(=O)(=O)CCC(=O)N2CCN(c3ccccc3F)CC2)cc1
  -2, -2, 9, 2, -3, -4, 5, 0.1, 0, 2
Cc1nn(Cc2ccccc2)c(Cl)c1C(=O)OC(C)C#N (configuration not stated)
  10, 5, -2, 8, 11, -10, -20, -0.1, 3, 7
CC(C)CN1C2CCCC1CC(NC(=O)c1ccc([N+](=O)[O-])cc1)C2 (configuration not stated)
  3, -1, 0, -2, 5, -2, -13, 0.0, -2, 1
Cc1ccc(-n2[nH]c(C)c(C=NCc3ccncc3)c2=O)cc1
  -4, -2, 0, -1, 2, -2, 15, -0.3, -3, 1
CC1CCC2(CC1)NC(=O)N(CC(=O)NCc1ccc(F)cc1)C2=O (configuration not stated)
  1, -6, 8, 0, 5, 1, 7, -0.6, 0, 0
CCOC(=O)N1Cc2cc3ccccc3nc2C1
  6, 1, -11, 6, 2, 4, 0, -0.4, -5, 5
C[C@H](CO)N1C[C@H](C)[C@@H](CN(C)Cc2ccc(Oc3ccccc3)cc2)OCc2cnnn2CCCC1=O
  -5, -1, 7, 1, 2, 13, -10, 0.2, -7, 2
CC(C)(C)n1nnnc1CN1CCSCC1
  3, -1, 3, 0, -1, 15, 1, -0.3, -2, 3
O=C(c1ccc([N+](=O)[O-])cc1)N(Cc1cccs1)C1CCS(=O)(=O)C1 (configuration not stated)
  -3, -6, 7, -3, 10, 4, -2, -0.6, 10, 2
O=C1c2ccccc2C(O)(Cc2ccccc2)N1C1CCCCC1 (configuration not stated)
  -9, -2, -6, 0, 3, 0, -6, 0.1, 6, -5
Cc1cc(C)n(CC(O)COCc2ccccc2)n1 (configuration not stated)
  7, 0, 0, 1, 2, -2, -9, -0.4, -3, 4
O=C(NNC(=O)C12CC3CC(CC(C3)C1)C2)c1ccccn1
  4, -7, -8, -2, -8, 5, -5, -0.2, 0, -1
CCOC(=O)C1CCCN(C(=S)Nc2cccc(Cl)c2)C1 (configuration not stated)
  -4, 0, -5, -2, 6, -2, -2, -0.3, 8, -5
COc1cc(Cl)c(C)cc1NC(=O)CSc1cc(Cl)ccc1Cl
  1, 1, -9, 2, -11, 3, -8, -0.3, -6, 2
CC(C)[C@H](NC(=O)N1CCn2c1nc1ccccc12)C(=O)N[C@@H](C(=O)O)c1ccccc1
  -15, 0, 17, 2, -1, 5, 4, -0.6, 0, 1
COc1ccc(NC(=O)CCCOc2ccc(Cl)c(C)c2)cc1S(=O)(=O)N1CCOCC1
  -6, 0, -9, -4, 2, 6, -2, -0.8, 5, 0
CC(=O)NC(c1ccc(Cl)cc1Cl)c1ccc2cccnc2c1O (configuration not stated)
  7, 4, -2, -5, -7, -1, -13, 0.0, -4, -14
CC(=O)Nc1cccc(/C(C)=N/Nc2ccc(S(=O)(=O)Nc3ccccc3C(=O)O)cc2[N+](=O)[O-])c1
  3, 2, -8, -2, -5, -2, 7, 0.7, 3, -1
CN1CCC(N(C)CC(=O)Nc2cccc(Oc3ccccc3)c2)CC1
  7, 0, -5, 0, 8, -6, 4, 0.7, 4, 5
S=c1nc(-c2ccccc2)[nH]c2ccc(Br)cc12
  5, -2, -7, 1, -2, -5, 5, 0.2, -1, 2
COC(=O)c1sc(S(=O)(=O)NCCC(=O)O)c(C(=O)OC)c1C
  4, -3, 8, 3, -1, 5, -13, -0.2, 1, 0

Source: PubChem BioAssay (The Scripps Research Institute Molecular Screening Center)
